CHO parental Ca = counter-screen: ATP calcium response change in parental CHO cells. parental CHO-K1, ATP-induced calcium, Fluo-8 fluorescence. inhibition, % at 5.6 µM. 0.63% of 330,000 active. AID 463079;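 active = inhibition above that plate's mean sample inhibition plus 3 SD, cut at about 26% in these data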;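 note: 0% = ATP-challenged DMSO wells and 100% = DMSO wells without ATP; some compounds past the cut are filed as inactive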
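Assay system: parental CHO cells; Read-out basis: percent inhibition of ATP-evoked calcium rise, normalized to controls; Benchmarks: ATP and no-ATP DMSO wells; Compound dosing: single nominal dose of 5.6 µM per compound; Signal: Fluo-8 calcium dye fluorescence; Also added: ATP as calcium-mobilizing challenge; Repeats: singlicate.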
M1 PAM parental = M1 PAM counterscreen hit in parental CHO-K1 cells; ATP EC20, Fluo-8 calcium fluorescence; 0% at ATP EC20, 100% at ATP max; activation, % at 3 µM; 0.02% of 360,000 active; AID 602247;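 active = activation above the run cutoff, the mean activation of all test compounds plus 3 SD, cut at about 40% in these data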;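 note: peak over basal fluorescence ratio in a 140 s read after ATP addition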
TAAR1 antag = human TAAR1 antagonism; Q96RJ0; CHO RD-HGA16 TAAR1, Fluo-8 calcium fluorescence, antagonist; inhibition, % at 3 µM; 1.5% of 360,000 active; AID 624466;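 active = inhibition above a per-plate cutoff, the mean inhibition of test compounds on that plate plus 3 SD, cut at about 49% in these data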;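 note: 0% = DMSO plus EC80 beta-PEA response and 100% = DMSO alone without agonist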
Target sequence (Q96RJ0 whole entry, looked up): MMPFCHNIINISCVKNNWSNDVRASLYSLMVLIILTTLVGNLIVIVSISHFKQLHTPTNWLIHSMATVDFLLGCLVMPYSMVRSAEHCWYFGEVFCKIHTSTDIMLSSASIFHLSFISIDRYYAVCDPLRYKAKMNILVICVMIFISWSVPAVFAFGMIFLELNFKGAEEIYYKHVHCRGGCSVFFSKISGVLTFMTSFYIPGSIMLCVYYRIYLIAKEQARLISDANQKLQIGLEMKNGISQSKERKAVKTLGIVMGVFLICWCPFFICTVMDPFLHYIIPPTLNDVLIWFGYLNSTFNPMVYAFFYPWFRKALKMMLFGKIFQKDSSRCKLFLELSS
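Material: CHO RD-HGA16 cells bearing hTAAR1; compound dosing: one-point dosing, 3 µM nominal final; schedule: dye loading 75 min at 37 °C, then 30 min room temperature; measured by: calcium fluorescence with Fluo-8; control set: vehicle and agonist controls; replication: n of 1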
OXTR potentiator = human OXTR potentiation. 0.061% of 320,000 active. P30559. CHO-OTR cells, Fluo-8 calcium fluorescence, potentiator mode; 0% = oxytocin EC15, 100% = EC100. activation, % at 3 µM;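 active = activation above that plate's cutoff, the mean activation of tested compounds plus 3 SD, cut at about 6.6% in these data, passing the limit was not always enough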;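 note: 100% uses oxytocin at 75 nM as the full agonist control; some results filed as inactive read as strong as hits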
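Material: CHO-OTR cells, human receptor; compound dosing: single dose, 3.0 µM nominal final compound concentration; schedule: 6 min compound pre-incubation at room temperature, 100 s kinetic read; measured by: kinetic Fluo-8 calcium fluorescence; read-out basis: % activation vs EC15 and EC100 oxytocin; controls: EC15 oxytocin alone as 0%, 75 nM oxytocin as 100%; replicates: singlicate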
CHRM1 agonist = activates human CHRM1 receptor; 0.33% of 360,000 active; activation, % at 3 µM; AID 588814; CHO-K1 hM1, Fluo-8 calcium fluorescence, agonist mode; 0% DMSO, 100% acetylcholine EC100;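 active = activation above the run's mean compound activation plus 3 SD, cut at about 16% in these data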;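 note: peak over basal fluorescence ratio within a 140 s kinetic read after compound addition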
Target sequence (P11229 whole entry, looked up): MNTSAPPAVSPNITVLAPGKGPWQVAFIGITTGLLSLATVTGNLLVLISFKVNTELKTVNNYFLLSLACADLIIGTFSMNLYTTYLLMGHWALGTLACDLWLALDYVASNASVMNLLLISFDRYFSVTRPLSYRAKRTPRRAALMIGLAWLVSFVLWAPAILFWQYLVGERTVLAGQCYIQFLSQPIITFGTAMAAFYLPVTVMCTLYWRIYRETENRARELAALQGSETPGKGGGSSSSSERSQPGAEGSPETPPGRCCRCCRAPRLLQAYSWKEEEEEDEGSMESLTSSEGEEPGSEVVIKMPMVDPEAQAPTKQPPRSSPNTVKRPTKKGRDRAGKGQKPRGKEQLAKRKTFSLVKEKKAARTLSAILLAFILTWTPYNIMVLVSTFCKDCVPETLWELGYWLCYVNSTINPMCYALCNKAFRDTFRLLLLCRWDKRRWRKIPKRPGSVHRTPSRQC
TAAR1 agonist = agonists of human TAAR1. Q96RJ0. CHO RD-HGA16 TAAR1, Fluo-8 calcium fluorescence; vehicle wells 0%, saturating PEA agonist 100%. activation, % at 3 µM. 0.99% of 360,000 active. AID 624467;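 active = activation above the mean activation of all test compounds in the run plus 3 SD, cut at about 38% in these data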
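System: CHO RD-HGA16 cells carrying human TAAR1 plus Gα16; Incubation: 17-24 h seeding, 75 min 37 °C dye, 30 min RT; Measured by: Fluo-8 fluorescence, 5 s baseline then 140 s kinetic read; Control set: DMSO and PEA EC100; Replication: single well for each compound.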
M1 antag = blocks human M1 muscarinic receptor | P11229 | CHO-K1 hM1, Fluo-8 calcium fluorescence, ACh EC80 antagonist | inhibition, % at 3 µM | 1.3% of 360,000 active | AID 588852;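 active = percent inhibition above its own plate's cutoff, namely the mean of that plate's compound wells plus 3 SD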;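 note: peak over basal fluorescence ratio during 140 s after agonist addition; 0% = ACh EC80 plus DMSO and 100% = DMSO alone without agonist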
CHO-K1 Ca ag = nonselective activator or artifact in parental CHO-K1 cells | Fluo-8 calcium fluorescence; scaled to maximal ATP response, vehicle zero | activation, % at 3 µM | AID 602248 | 0.48% of 360,000 active; in the data active = activation above about 15%;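 note: untransfected CHO-K1 host cells lacking M1 receptor as counterscreen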
CHO-K1 Ca antag = counter-screen for M1 antagonists: effect in parental CHO-K1 cells; inhibition, % at 3 µM; ATP-induced calcium, Fluo-8 fluorescence; AID 602250; 0.6% of 360,000 active;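 active = inhibition above a per-plate cutoff, the plate's mean sample inhibition plus 3 SD, cut at about 24% in these data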;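 note: 0% = DMSO plus EC80 ATP and 100% = DMSO alone without ATP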
* = called active by the depositor; / = no result given.

Compound	M1 PAM parental	OXTR potentiator	CHO parental Ca	M1 antag	TAAR1 antag	CHO-K1 Ca antag	CHO-K1 Ca ag	CHRM1 agonist	TAAR1 agonist
C=CC[C@H](CC(=O)N(CCO)Cc1ccccc1)C(=O)N[C@H](COC(=O)[C@@H](CC=C)Cc1ccc(F)cc1)Cc1c[nH]c2ccccc12	-9	-10	-5	9	59*	-2	0.2	-3	15
CN(C)c1ccc(-c2nc3ccccc3c(=O)[nH]2)cc1	8	-24	-4	-13	-45	-6	0.4	3	5
Cc1ccc(-c2nnc(-n3nnc4ccccc43)c3ccccc23)cc1	-5	-11	-11	-10	2	-1	0.1	1	13
Cc1cccc(CNc2ccc(C(CC(N)=O)NC(=O)Cc3cccc4ccccc34)cc2[N+](=O)[O-])c1 (stereo not given)	8	-9	-2	0	-9	-11	-0.3	-4	4
COC(=O)c1[nH]c2ccc(C)cc2c1NC(=O)C(C)N1CCN(C2CCCCC2)CC1 (stereo not given)	-1	-15	-15	4	-22	7	-0.3	-5	1
CC(OC(=O)c1ccc(O)cc1)C(=O)Nc1nc(-c2ccccc2)cs1 (stereo not given)	-16	-8	-3	12	18	13	15	0	9
O=C1CSC(c2ccccc2)N1c1cccnc1 (stereo not given)	2	-5	1	6	-25	-5	3.1	-2	1
O=C(O)C1CCCCC1C(=O)NCc1ccccc1 (stereo not given)	-6	0	-1	15	-11	15	0.0	-1	4
O=C1NC[C@H](c2ccccc2)N(CC2CCCCC2)C1=O	-6	-2	5	3	1	-6	0.0	-2	12
CCOC(=O)C1=C(C)Nc2nc3ccccc3n2C1c1cccs1 (stereo not given)	13	-3	-16	8	5	1	0.7	-1	0

Six neighbouring entries from above:
Compound	M1 PAM parental	OXTR potentiator	CHO parental Ca	M1 antag	TAAR1 antag	CHO-K1 Ca antag	CHO-K1 Ca ag	CHRM1 agonist	TAAR1 agonist
COC(=O)c1[nH]c2ccc(C)cc2c1NC(=O)C(C)N1CCN(C2CCCCC2)CC1 (stereo not given)	-1	-15	-15	4	-22	7	-0.3	-5	1
CC(OC(=O)c1ccc(O)cc1)C(=O)Nc1nc(-c2ccccc2)cs1 (stereo not given)	-16	-8	-3	12	18	13	15	0	9
O=C1CSC(c2ccccc2)N1c1cccnc1 (stereo not given)	2	-5	1	6	-25	-5	3.1	-2	1
O=C(O)C1CCCCC1C(=O)NCc1ccccc1 (stereo not given)	-6	0	-1	15	-11	15	0.0	-1	4
O=C1NC[C@H](c2ccccc2)N(CC2CCCCC2)C1=O	-6	-2	5	3	1	-6	0.0	-2	12
CCOC(=O)C1=C(C)Nc2nc3ccccc3n2C1c1cccs1 (stereo not given)	13	-3	-16	8	5	1	0.7	-1	0

Next results.
Compound	M1 PAM parental	OXTR potentiator	CHO parental Ca	M1 antag	TAAR1 antag	CHO-K1 Ca antag	CHO-K1 Ca ag	CHRM1 agonist	TAAR1 agonist
N#CCC(=O)Nc1ccc(C(=O)OCC(=O)Nc2cccc(C(F)(F)F)c2)cc1	7	-10	-6	-3	21	-8	2.2	-9	0
C[C@@H]1C(=O)N(c2ccccc2)[C@@H]1c1ccncc1	9	/	-11	-24	9	-11	0.1	-2	3
COc1ccccc1N1CC(C(=O)OC(C)C(=O)N2CCCc3ccccc32)CC1=O (stereo not given)	1	-5	-24	6	16	2	1.4	-1	6
O=C(COC(=O)c1cccc(S(=O)(=O)N2CCc3ccccc32)c1)Nc1ncc(C(F)(F)F)cc1Cl	-7	0	-8	-10	0	-8	0.2	2	0
COc1ccc(C(=O)Nc2ccccc2C(=O)Nc2ccccc2C(=O)O)cc1	12	-21	-16	-9	-18	-8	-0.1	-4	0
Cc1cc(SCC(=O)NC2(C#N)CCCCC2)nc2c(C)cccc12	-4	-6	-9	-3	-19	-8	-0.5	-2	0
O=C1Nc2ccccc2C(O)(C(=O)NCc2ccc3c(c2)OCO3)N1c1ccccc1 (stereo not given)	-5	0	-11	3	10	-4	-0.1	-2	1
Cc1c[n+]([O-])cc(C)c1Oc1ccccc1	21	-2	-4	-7	5	-9	3.7	-3	4
Cc1ccc(C2(C)NC(=O)N(CC(=O)N3CCN(C(=O)c4cccs4)CC3)C2=O)cc1 (stereo not given)	6	-2	3	-4	-20	-15	1.0	0	2
Cn1cc(C(=O)C(=O)N2CCN(c3ccccc3)CC2)c2ccccc21	-9	2	-16	-3	-12	5	-0.2	-5	0
CN(C)S(=O)(=O)c1cc(NC(=O)CN2CCCc3ccccc32)ccc1Cl	15	-2	2	3	-20	-12	1.0	-8	5
C=CCn1c(SCC(=O)N2CCc3ccccc3C2)nnc1-c1ccncc1	4	-5	-11	-7	-15	0	0.5	-4	0
COCCNC(=O)c1c[nH]n2c(=O)cc(C3CCN(C(=O)OC(C)(C)C)CC3)nc12	-5	-3	1	-11	-11	8	-0.9	-2	0
O=C(NC1(C(F)(F)F)OCCO1)c1ccc(F)cc1	18	6	2	-4	-8	-14	0.1	-3	4
C/C(=N\NC(=O)c1ccccc1O)C1C(=O)c2ccccc2C1=O	9	1	-13	-4	1	0	1.5	-4	16
Cc1cc(/C=N\NC(=O)COc2cccc3cccnc23)c(C)n1-c1ccc(Br)cc1	16	-16	-37	-10	8	-2	0.3	-11	0
CN(CC(=O)NCc1ccco1)S(=O)(=O)c1ccc2c(c1)c(=O)n(C)c(=O)n2C	-3	-24	-7	-18	-8	-12	-0.3	-6	-1
Cc1ccc(CNC(=O)CCNS(=O)(=O)c2cccs2)cc1	9	0	-16	3	6	-3	1.2	-4	0
O=C(O)CCn1cc(-c2ccc(Cl)cc2)nc1-c1ccc(Cl)nc1	-2	-7	9	-9	15	-8	0.2	0	11
CCCS(=O)(=O)NCCc1cc2c(OC)ccc(OC)c2[nH]c1=O	-5	-8	2	4	-9	5	0.2	-1	2
CCOC(=O)c1ccc(NC(=S)N2CCCC(C)C2)cc1 (stereo not given)	8	-4	-20	6	9	-5	0.0	-14	16
CCCCOc1ccc(C(C)NC(=O)C2CCCN(S(=O)(=O)CCC)C2)cc1 (stereo not given)	13	-5	-11	2	-6	-12	0.5	-7	13
Nc1nc(SCc2ccccc2)c2ncn(C3CCCCC3)c2n1	2	/	/	-1	21	-6	0.6	-2	0
COC(=O)C1C(=O)C(C(=O)/C=C/c2ccccc2)C(=O)CC1(C)C (stereo not given)	12	-15	-13	0	4	-6	0.1	0	6
Cc1cc(O)cc(O[C@H]2OC(CO)[C@H](O)[C@@H](O)[C@H]2O)c1 (stereo not given in full)	10	-5	-4	-2	5	-3	0.0	3	18
Cc1cccc(C(=O)NC(=S)Nc2ccc(Cc3ccncc3)cc2)c1	11	-20	7	-24	4	3	2.9	4	14
CCC(=O)Nc1ccccc1N1CCN(S(C)(=O)=O)CC1	12	9	-7	-4	3	-2	-0.3	2	12
CCc1ccc(C(=O)NNC(=O)C2CSC3(C)CCC(=O)N23)cc1 (stereo not given)	14	-4	-14	-4	-9	-7	1.1	-2	2
COc1cc(OC)cc(C(=O)OC/C(O)=C(\C#N)c2nc3ccccc3[nH]2)c1	-4	-7	-11	-16	11	-1	0.4	-3	34
Cc1ccc(-c2nc(CS(=O)(=O)CC(=O)N3CC(C)CC(C)C3)c(C)o2)cc1 (stereo not given)	18	-5	-15	-1	-31	-13	4.4	-5	4

An excerpt from above, limited to CHO-K1 Ca ag, CHRM1 agonist and TAAR1 agonist:
SMILES,CHO-K1 Ca ag,CHRM1 agonist,TAAR1 agonist
CCC(=O)Nc1ccccc1N1CCN(S(C)(=O)=O)CC1,-0.3,2,12
CCc1ccc(C(=O)NNC(=O)C2CSC3(C)CCC(=O)N23)cc1 (stereo not given),1.1,-2,2

(continued)
Compound	M1 PAM parental	OXTR potentiator	CHO parental Ca	M1 antag	TAAR1 antag	CHO-K1 Ca antag	CHO-K1 Ca ag	CHRM1 agonist	TAAR1 agonist
O=C(Nc1ccc2c(c1)OCO2)c1cc(-c2ccccc2Cl)on1	19	-9	-3	-3	24	-17	0.9	-6	4
Cc1ccc(C)c(OCCC(=O)OCC(=O)Nc2ccc(C)c(S(=O)(=O)N3CCCCC3)c2)c1	4	-14	-14	3	53*	1	7.0	0	6
COc1cc(C(=O)NCC(c2cccs2)N2CCOCC2)ccc1OCc1ccccc1 (stereo not given)	-12	/	/	3	-28	27*	0.7	-1	2
COC(=O)C1CN(C(=O)C(C)Oc2ccc(C(C)C)cc2)c2ccccc2O1 (stereo not given)	12	-12	-14	-11	5	-10	0.5	-2	2
CCOC(=O)C1=NN(N=O)C2(CC(=O)N(c3cc(C)cc(C)c3)C2=O)C1 (stereo not given)	-6	-6	-9	-2	-11	5	0.2	-4	-1
Cc1ccc(S(=O)(=O)N2CCCCC2)cc1NC(=O)CSCC(=O)O	-6	-6	13	-14	9	4	-0.7	-2	3
Cc1nc2ccc(NC(=O)c3cnc(Cl)c(Cl)c3)cc2s1	5	-10	-37	3	-7	-4	3.0	-2	24
C#CC(C)(CC)NC(=O)c1cc(OC)c(OC)c(OC)c1 (stereo not given)	20	2	0	-12	8	-18	0.8	-3	1
Cc1nn(CC(=O)c2ccc(Cl)cc2Cl)c(C)[n+]1N	-13	-7	-15	3	-1	5	0.1	-7	5
COc1cccc(NC(=O)CC(=O)c2ccc([N+](=O)[O-])cc2)c1	2	-7	2	0	15	3	4.7	-1	3
COc1cc(NC(C)=O)c2ncccc2c1[N+](=O)[O-]	27	-4	-2	10	3	3	6.1	-6	0
CCN1C(c2ccc(F)cc2)=CS/C1=C(/C#N)c1nnc2n1-c1ccccc1SC2	4	/	/	4	29	-8	6.8	-2	1
O=C(NC(=S)NNC(=O)c1cnccn1)c1ccc(Cl)cc1	15	4	-19	-13	-17	-16	0.5	-2	4
